# m5-HT2A agonist: agonists of mouse serotonin 5-HT2A receptor (HTR2A); activation, % at 7.6 µM; actives 0.66% (n = 360,000); AID 624169; CHO-K1 mHTR2A beta-arrestin complementation, luminescence; percent of 30 µM serotonin response; P35363;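 active = activation above a run cutoff, the mean activation of all tested compounds plus 3 SD, cut at about 14% in these data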;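 note: 0% = plate median of compound wells and 100% = 30 µM serotonin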
# NR2E3 ag-1: activates human photoreceptor nuclear receptor NR2E3. Q9Y5X4. GST-NR2E3/biotin-RetCOR TR-FRET, 1536-well. inhibition of corepressor binding, % at 4.78 µM. actives 0.12% (n = 320,000). AID 2300;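 active = percent inhibition above the cutoff of mean plus 3 SD of all tested compounds, set per screening campaign, cut at about 20% in these data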;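 note: 0% = DMSO wells and 100% = biotin wells as full block of FRET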
# Target sequence (Q9Y5X4 whole entry, looked up): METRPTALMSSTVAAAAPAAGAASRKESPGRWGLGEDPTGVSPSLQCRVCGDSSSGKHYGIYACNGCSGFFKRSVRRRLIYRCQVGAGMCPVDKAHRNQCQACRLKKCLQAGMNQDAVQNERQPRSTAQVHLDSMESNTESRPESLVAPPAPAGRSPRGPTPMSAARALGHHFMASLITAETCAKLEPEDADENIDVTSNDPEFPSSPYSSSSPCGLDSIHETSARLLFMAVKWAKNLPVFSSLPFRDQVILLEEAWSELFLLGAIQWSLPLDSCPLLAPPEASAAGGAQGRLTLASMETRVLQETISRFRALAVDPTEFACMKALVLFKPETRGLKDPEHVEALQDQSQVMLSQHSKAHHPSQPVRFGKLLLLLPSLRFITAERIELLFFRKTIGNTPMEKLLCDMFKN
#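 System: GST-NR2E3 and biotin-RetCOR proteins; probe or stimulus: 7 nM biotin-RetCOR; doses: compound at 4.8 µM, single dose; schedule: Compound–protein incubation for 5 h at 4 °C; detection: time-resolved FRET; read-out: percent inhibition; controls: biotin wells as high control, 0.6% DMSO wells as low control; format: 1536-well plates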
# HIF-2a inh: blocks HIF-2a reporter activity; 786-0 RCC cells HIF-2a reporter, luciferase luminescence, overnight; inhibition, % at 18.8 µM; actives 0.72% (n = 360,000); AID 624352;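 active = inhibition of the luminescence signal of 40% or more relative to plate controls, in a single-dose primary screen at 18.75 µM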
# Shn3 3UTR inh: Schnurri-3 reporter inhibition in Clone20 osteoblasts; Clone20 osteoblast Shn3 3'UTR firefly luciferase, 24 h; inhibition, % at 12.5 µM; AID 588674; actives 0.52% (n = 360,000);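 active = mean inhibition of at least 75% with every replicate also reaching 75%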;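 note: 0% = median of neutral control wells and 100% = pilot-screen positive control compound; some compounds past the cut are filed as inactive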
# TRPM1 prom inh: inhibitors of MITF-driven TRPM1 promoter in melanoma cells. AID 488899. actives 0.83% (n = 330,000). inhibition, % at 12.5 µM. SK-MEL-5 TRPM1 promoter luciferase, 24 h;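 active = mean inhibition across replicates of 60% or more, whatever share of single replicates reaches that level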; note: values of inactives mirror those of a sister screen read the other way
# CaV13 ICDI inh: Disruptors of the CACNA1D IQ motif to Ca2+-dependent inactivation inhibitor domain association, primary screening, Förster resonance energy transfer in intact living …; AID 743397; actives 0.098% (n = 340,000); inhibition, % at 12.3 µM; HEK cells, CFP/YFP FRET ICDI-IQ, plate reader, 10 min; percent FRET-ratio fall versus neutral wells;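 active = mean replicate inhibition of at least 30% and at least 1% of replicates passing that level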;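 note: 0% = median of the neutral control wells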
# hiPSC survival: increases survival of single human iPS cells. hiPSC single-cell survival, ATPlite luminescence; 100% = ROCK inhibitor wells, 0% = DMSO. survival enhancement, % at 20 µM. actives 0.044% (n = 360,000). AID 602274; in the data active = survival enhancement above about 18%;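 note: cells exposed to compounds for 16 hours before the ATP read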
# H9c2 protect: modulators protecting cardiomyocytes from myocardial damage | H9c2 cardiomyocytes, H2O2 injury protection, ATPLite, 2 h | protection from H2O2 cell death, % at 20 µM | actives 0.63% (n = 360,000);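 active = compounds giving at least 50% protection of heart cells from peroxide-induced death in the single-dose screen, raw or plate-pattern-corrected value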;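 note: 0% = DMSO wells with peroxide and 100% = DMSO wells without peroxide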
# PDI turbidity: PDI (human) enzyme inhibition | P07237 | PDI insulin aggregation turbidity, A650, 90 min | inhibition, % at 10 µM | actives 0.052% (n = 350,000);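 active = mean inhibition across replicates of 30% or more, whatever share of single replicates reach that level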;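 note: absorbance from insulin aggregation driven by PDI reduction with DTT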
# Target sequence (P07237 whole entry, looked up): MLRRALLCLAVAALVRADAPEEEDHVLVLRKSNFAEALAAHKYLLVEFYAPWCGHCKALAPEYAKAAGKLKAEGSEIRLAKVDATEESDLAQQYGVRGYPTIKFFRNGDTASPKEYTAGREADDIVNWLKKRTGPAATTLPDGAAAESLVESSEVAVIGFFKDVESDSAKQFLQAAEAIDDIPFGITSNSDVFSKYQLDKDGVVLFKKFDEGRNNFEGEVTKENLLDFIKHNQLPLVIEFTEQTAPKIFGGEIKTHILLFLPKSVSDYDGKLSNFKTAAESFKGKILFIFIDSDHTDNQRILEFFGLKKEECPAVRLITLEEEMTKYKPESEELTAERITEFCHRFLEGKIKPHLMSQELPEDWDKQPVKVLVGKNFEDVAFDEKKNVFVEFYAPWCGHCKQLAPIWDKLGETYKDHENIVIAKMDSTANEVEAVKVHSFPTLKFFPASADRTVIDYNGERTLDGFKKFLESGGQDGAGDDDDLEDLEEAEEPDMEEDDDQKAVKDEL
# Peg3 prom inh: Peg3 promoter activity inhibition; HeLa PEG-Prom luciferase reporter, luminescence, overnight; inhibition, % at 20 µM; actives 1.7% (n = 360,000); AID 588405;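 active = inhibition of at least 50% at 20 µM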
# NR2E3 ag-2: agonists of human NR2E3 nuclear receptor; Q9Y5X4; CHO-S Gal4-NCOR/VP16-NR2E3 two-hybrid, luciferase; inhibition of corepressor binding, % at 3.98 µM; actives 0.35% (n = 360,000); AID 602229;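 active = inhibition above the mean of all tested compounds plus 3 SD, cut at about 70% in these data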;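 note: 0% = DMSO with NR2E3 transfected cells and 100% = cells lacking NR2E3 construct; higher means lower luciferase signal from less NR2E3 corepressor binding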
# An asterisk follows results filed as active; . = not tested or not shown. An unsorted share of the library; 3.9% or so of the library scored in one or more.
# Results follow in this order: H9c2 protect, m5-HT2A agonist, Peg3 prom inh, NR2E3 ag-1, NR2E3 ag-2, TRPM1 prom inh, hiPSC survival, CaV13 ICDI inh, Shn3 3UTR inh, PDI turbidity, HIF-2a inh
- COc1cccc(-c2nnc(SCCOc3ccc4c(C)cc(=O)oc4c3)o2)c1
→ 2, 6, 0, 0, -21, 2, -4.7, -4, -1, 14, -14
- CS(=O)(=O)N1CCN(C(=O)NC23CC4CC(CC(C4)C2)C3)CC1
→ -1, 4, 4, 0, -13, 2, 2.0, -5, 2, 5, 12
- CN(CC(=O)NCCc1ccc(S(N)(=O)=O)cc1)CC(=O)Nc1ccc(Cl)cc1
→ 2, -5, -8, ., 4, 0, -0.2, -6, 12, -14, -3
- CCOc1ccc2nc(Cl)c(CN(C(C)=O)C3CCCCC3)cc2c1
→ -3, 6, 16, -1, -19, 4, 0.4, 1, -1, 4, 14
- Cc1ccc(Cn2nnc3c(=O)[nH]c(C4CCN(S(=O)(=O)c5ccc(S(=O)(=O)NC6CC6)cc5)CC4)nc32)cc1
→ 2, 9, 41, -3, -45, 3, 0.6, -3, 0, 8, 18
- CCn1nc(C)c(Oc2ccccc2O)c1C
→ 2, 3, 9, 2, 4, -4, -0.7, -4, -7, -3, 10
- Cc1ccc2c(c1)cc(C(=O)N1CCN(c3ccccn3)CC1)n2C
→ -1, 0, 18, 5, 1, 3, -0.2, -22, 19, 0, 10
- Nc1nc(SCC(=O)Nc2ccccc2Oc2ccccc2)n[nH]1
→ 1, 11, 28, 1, 19, 0, 1.3, -16, -7, 9, 20
- CSc1ncccc1C(=O)OCC(=O)N(C)c1c(N)n(Cc2ccccc2)c(=O)[nH]c1=O
→ 4, -4, 10, -3, -4, 13, -0.2, -2, -10, -1, 7
- COc1ccc2[nH]c(=O)c(CN(Cc3ccco3)C(=O)c3ccccc3)cc2c1
→ -2, 2, 8, 4, -8, 2, 4.8, ., 13, -8, -10
- CCC(C)C1C(C#N)=C(N)Oc2n[nH]c(-c3ccccc3)c21 (stereo unspecified)
→ -4, -9, 21, 3, -26, 3, -0.1, -6, -24, 11, 6
- Cn1c(SCC(=O)N2CCCCC2)nc2c(c1=O)SCC2
→ 0, 0, -1, 5, -17, 1, 0.3, -6, -7, -9, 5
- COc1cc(C(=O)NCC(=O)n2nc(C)cc2C)cc(OC)c1OC
→ 4, 2, -2, 0, -7, 1, -1.8, -8, -6, 12, 18
- CCOc1ccc(N=Cc2c(O)cc(C)oc2=O)cc1
→ 12, -3, -4, -1, -2, ., 1.3, -7, -22, -1, -1
- COC(=O)c1ccc(COC(=O)c2ccccc2OC)cc1
→ -3, 1, -161, -3, 13, -42, 2.7, -3, -22, -12, -17
- COc1cccc(C(=O)O/N=C(\N)c2ccncc2)c1
→ -17, 10, -237, 2, -126, -48, 1.6, -7, -55, -8, -276
- COC(=O)C1=NN(C(=O)c2ccc(Cl)cc2)C(O)(c2ccccc2)C1 (stereo unspecified)
→ 39, -4, 10, 1, -6, 12, 5.9, -5, -3, 0, -9
- COc1ccc(-c2cc(C#N)nc(Cl)n2)cc1
→ -4, 0, 39, -2, -10, 66*, 2.7, -8, 8, 2, 14
- COc1ccccc1NC(=S)N(CCc1c(C)[nH]c2ccccc12)Cc1cccs1
→ 0, 16*, 28, 0, -4, 8, 0.1, -6, 2, 2, 12
- CC12CCC(=O)N1C(C(=O)Nc1nnc(SCc3ccc(F)cc3)s1)CS2 (stereo unspecified)
→ -1, -3, 5, 1, -4, 4, -0.1, -6, -13, -1, -1
- Cc1ccc(S(=O)(=O)/N=C2\C=C(Nc3cccc(C(=O)O)c3)C(=O)c3ccccc32)c(C)c1
→ -13, 0, -53, -4, 39, 17, -0.2, -3, 5, 8, -89
- N#Cc1c2c(c(NCCN3CCOCC3)n3c1nc1ccccc13)CCCC2
→ -1, 1, 17, 0, -6, 2, -0.2, -3, 4, 0, 11
- Nc1cc(C(=O)OCC(=O)NCCCc2ccccc2)ccc1Cl
→ -2, -2, -19, 2, 13, -5, -0.2, -4, -8, -8, 9
- O=C(C1CCC1)N1CCc2cc(S(=O)(=O)N3CCN(c4ccccn4)CC3)ccc21
→ -7, -4, 2, -1, 16, 0, -2.9, ., 0, -2, 3
- Cc1csc2ncc(C(=O)N(Cc3ccccc3)c3ccccn3)c(=O)n12
→ 7, 1, 81*, 3, 0, 14, 0.3, -3, 9, ., 14
- COc1ccc(OCCCC(=O)Nc2cccc([N+](=O)[O-])c2C)cc1
→ -5, 3, 3, 6, 15, 2, -1.5, -5, 3, 12, 6
- CCOC(=O)c1cnc(-c2ccccc2)nc1-c1ccccc1
→ 6, 1, -1, 1, -1, 19, -0.3, -5, 13, -10, -6
- N#Cc1cc(-c2ccccc2)cnc1Sc1ccc(Cl)cc1
→ -9, 1, 15, 2, -13, -13, -0.6, -3, -33, 6, -10
- CC(=O)Nc1ccc(S(=O)(=O)NC(C)C(=O)OCC(=O)Nc2ccc(F)cc2Cl)cc1 (stereo unspecified)
→ 3, 0, 4, ., -11, ., 0.0, -6, -4, 8, 8
- CCC(=O)Oc1ccc2c(=O)c(-c3ccc4ccccc4n3)c(CC)oc2c1C
→ 3, 2, 19, 1, 4, 2, 0.8, -4, 16, 2, 11

# Results follow in this order: H9c2 protect, m5-HT2A agonist, Peg3 prom inh, NR2E3 ag-1, NR2E3 ag-2, TRPM1 prom inh, hiPSC survival, CaV13 ICDI inh, Shn3 3UTR inh, PDI turbidity, HIF-2a inh
- O=C(NCCc1ccccc1)c1ccccc1NC(=O)C1CC=CCC1C(=O)O (stereo unspecified)
→ 11, 2, -123, 1, -126, -6, 0.3, -3, -72, -4, -145
- Cn1nnnc1SCCNCc1ccccc1F
→ 4, 0, -7, 0, -2, -2, 4.7, -9, 2, -8, 9
- CCOC(=O)N1CCC(Nc2ccc(N3C(=O)C4CCCCC4C3=O)cc2[N+](=O)[O-])CC1 (stereo unspecified)
→ -1, 7, 2, 2, 1, -2, 0.2, -2, 9, -11, 5
- O=C(CCc1nnc(Cc2c[nH]c3ccccc23)o1)NC(C1CC1)C1CC1
→ 3, 2, 16, 4, -9, 18, 10, -10, 14, 2, -9
- COc1ccc(C(=O)NCCNc2ccc([N+](=O)[O-])cn2)cc1
→ 7, -2, 9, 0, -2, -9, -0.5, -3, -4, 0, 9
- O=C(CN1CCN(CC(=O)c2ccc(F)cc2)CC1)Nc1ccccc1Cl
→ -2, -10, -6, 3, -14, 5, -0.2, -1, 2, -7, 5
- COc1nc(N(C)C)nc(N(C#N)S(=O)(=O)c2ccc(C)cc2)n1
→ -4, -1, 14, 0, -16, 9, 0.2, -21, 7, 1, 16
- COc1ccc(-c2cc(C(=O)n3cnc4ccccc43)c3ccccc3n2)cc1
→ -27, -3, -64, 4, -42, -16, -2.3, -3, -10, 8, -90
- CN(Cc1ccccc1)C(=O)c1ccc(NC(=O)Cc2ccc(NC(=O)C3CCCN(C(=O)C4CCC4)C3)cc2)cc1 (stereo unspecified)
→ -12, -2, -2, ., -7, 1, -0.9, -4, -12, 0, 2
- COc1ccc(-c2cc(-c3nnc(COC(=O)CC4CC5CCC4C5)o3)c3ccccc3n2)cc1OC (stereo unspecified)
→ 27, 5, 12, 1, -17, -9, 3.0, -5, 10, 8, -11
- O=C(O)/C(=C\c1ccccc1)c1ccc2ccccc2c1
→ 12, 1, -19, 0, -35, ., 0.6, -13, 2, -3, -23
- Cc1cnc(C(=O)OCC(=O)Nc2cccc(S(=O)(=O)N3CCCCC3)c2)cn1
→ 3, -2, 8, 0, -2, 1, 2.0, -2, 4, -17, 11
- COc1ccc(N(C(=O)c2snc(C(N)=O)c2N)C(C(=O)NC2CCCCC2)c2ccc(C)o2)c(OC)c1 (stereo unspecified)
→ 4, 0, 19, 2, -14, 8, 1.1, -3, 1, -3, 16
- CCCCNC(=O)C1(C)CCN1C(=O)c1ccc2ccccc2n1 (stereo unspecified)
→ -4, -3, 1, ., 3, ., -0.2, -11, 8, 2, 5
- CC(=O)c1cn(CCCCCCCn2cc(C(C)=O)c(=O)[nH]c2=O)c(=O)[nH]c1=O
→ -2, 1, -8, 1, 4, -4, 3.6, 2, 2, -8, 19
- NC(=O)C1CCN(C(=O)Nc2csc3ccccc23)CC1
→ 5, 5, 8, 1, 1, ., -0.2, 2, 16, 2, 14
- CCOC(=O)c1ccc(S(=O)(=O)N2CCC(N3CCCCC3)CC2)cc1
→ -26, 1, 5, -1, -36, -8, -1.3, -2, 23, ., 8
- CCOC(=O)CSc1nnc(Cc2ccccc2)n1CC1CCCO1 (stereo unspecified)
→ -5, 0, 7, 1, 9, 5, -2.7, -2, -5, -2, 19
- Cc1cc(-c2ccco2)n(-c2ccccc2)n1
→ 9, 3, 8, 4, 8, 7, -0.4, -5, 20, 4, 4
- COc1cc2c(cc1OC)C(c1ccc(N(C)C)cc1)CC(=O)N2 (stereo unspecified)
→ -4, 2, 12, -3, -7, 9, 0.2, -7, 13, -1, 10
- Cc1nc(CCNC(=O)Cc2ccccc2)cs1
→ 0, 1, 26, 2, 5, 1, 14, ., -4, -1, 17
- CCCCSc1nnc(-c2ccc(C)cc2)c2ccccc12
→ -19, 1, 22, 3, -7, 3, 2.9, -3, 24, 1, 18

# For convenience, part of the list above.
# Results follow in this order: H9c2 protect, m5-HT2A agonist, Peg3 prom inh, NR2E3 ag-1, NR2E3 ag-2, TRPM1 prom inh, hiPSC survival, CaV13 ICDI inh, Shn3 3UTR inh, PDI turbidity, HIF-2a inh
- COc1cccc(-c2nnc(SCCOc3ccc4c(C)cc(=O)oc4c3)o2)c1
→ 2, 6, 0, 0, -21, 2, -4.7, -4, -1, 14, -14
- CS(=O)(=O)N1CCN(C(=O)NC23CC4CC(CC(C4)C2)C3)CC1
→ -1, 4, 4, 0, -13, 2, 2.0, -5, 2, 5, 12
- CN(CC(=O)NCCc1ccc(S(N)(=O)=O)cc1)CC(=O)Nc1ccc(Cl)cc1
→ 2, -5, -8, ., 4, 0, -0.2, -6, 12, -14, -3
- CCOc1ccc2nc(Cl)c(CN(C(C)=O)C3CCCCC3)cc2c1
→ -3, 6, 16, -1, -19, 4, 0.4, 1, -1, 4, 14
- Cc1ccc(Cn2nnc3c(=O)[nH]c(C4CCN(S(=O)(=O)c5ccc(S(=O)(=O)NC6CC6)cc5)CC4)nc32)cc1
→ 2, 9, 41, -3, -45, 3, 0.6, -3, 0, 8, 18
- CCn1nc(C)c(Oc2ccccc2O)c1C
→ 2, 3, 9, 2, 4, -4, -0.7, -4, -7, -3, 10
- Cc1ccc2c(c1)cc(C(=O)N1CCN(c3ccccn3)CC1)n2C
→ -1, 0, 18, 5, 1, 3, -0.2, -22, 19, 0, 10
- Nc1nc(SCC(=O)Nc2ccccc2Oc2ccccc2)n[nH]1
→ 1, 11, 28, 1, 19, 0, 1.3, -16, -7, 9, 20
- CSc1ncccc1C(=O)OCC(=O)N(C)c1c(N)n(Cc2ccccc2)c(=O)[nH]c1=O
→ 4, -4, 10, -3, -4, 13, -0.2, -2, -10, -1, 7
